sgs1 mgt1: NCI yeast anticancer drug screen, S. cerevisiae sgs1 mgt1 strain; AID 161, 2004; % growth inhibition at 50 µM; 78,000 tested, 10% active;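 further: 0% = growth of vehicle-only cultures of the same strain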
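Inhibition of yeast growth, normalised to vehicle-treated controls, is reported for a strain bearing genetic alterations in DNA damage repair.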
yeast mlh1 rad18: NCI yeast anticancer drug screen, S. cerevisiae mlh1 rad18 strain | % growth inhibition at 50 µM | 79,000 tested, 11% active | AID 175, 2004;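 further: 0% = growth of vehicle-only cultures of the same strain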
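Genetically defined yeast (DNA repair-deficient) exposed to compounds; growth inhibition determined relative to vehicle.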
rad50: NCI yeast anticancer drug screen, S. cerevisiae rad50 strain; growth inhibition, % at 50 µM; 79,000 tested, 10% active;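 further: 0% = growth of vehicle-only cultures of the same strain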
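Cells are treated with compound, grown, and their growth is then scored against vehicle-only cultures of the same repair-deficient yeast strain.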
yeast bub3: NCI yeast anticancer drug screen, S. cerevisiae bub3 mutant strain; growth inhibition, % at 50 µM; 78,000 tested, 9.9% active;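 further: 0% = growth of vehicle-only cultures of the same strain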
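Yeast carrying a defined mutation is treated with each compound, and growth is compared with that of vehicle-exposed cells to give inhibition.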
cln2 rad14: NCI yeast anticancer drug screen, S. cerevisiae cln2 rad14 strain | 78,000 tested, 8.3% active | growth inhibition, % at 50 µM;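 further: 0% = growth of vehicle-only cultures of the same strain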
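The screen exposed genetically defined yeast (cln2 rad14) to test compounds and scored growth inhibition relative to vehicle-treated controls.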
mec2-1: NCI yeast anticancer drug screen, S. cerevisiae mec2-1 strain; 79,000 tested, 9% active; growth inhibition, % at 50 µM;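 further: 0% = growth of vehicle-only cultures of the same strain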
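Readout is yeast growth inhibition, normalised to vehicle-treated controls, in the mec2-1 strain exposed to compound.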
An asterisk follows results filed as active; . = no result given; & = joins results of further samples. No stated cut-off is given here; in the data, active means growth inhibition above about 70%; inactive means the rest.

Below each SMILES: sgs1 mgt1, cln2 rad14, yeast bub3, rad50, mec2-1, yeast mlh1 rad18
1. OCCCCOC(c1ccccc1)(c1ccccc1)c1ccccc1
  -33, -6, -32, -1, -21, -42
2. N#CC1(Nc2ccc(-c3ccc(NC4(C#N)CCCC4)cc3)cc2)CCCC1
  -36, -41, -3, 41, -16, 21
3. Cc1cc(C)n(/N=C/c2ccco2)c(=O)c1C#N
  -26, 11, -18, -20, -33, -11
4. CSCCC(Nc1ncnc2nc[nH]c12)C(=O)O (stereo not given)
  4, -13, 1, -10, 3, -10
5. N#C/C(=N\NC(=O)c1cccs1)c1ccccc1Cl
  8, -33, 10, -6, 1, 3
6. Cc1c(C(=O)O)c(=O)n(-c2ccccc2)n1C
  -9, 11, -17, 3, -10, 14
7. Nc1ccc(S(=O)(=O)NC2CCC(O)CC2)cc1 (stereo not given)
  0, -32, 6, -5, 6, -1
8. C=Cc1ccc(NC(=O)CC2SC(=O)NC2=O)cc1 (stereo not given)
  25, -169, -1, -4, -5, 2
9. CC1(CCC(=O)O)c2ccc3ccccc3c2Oc2c1ccc1ccccc21
  96*, 95*, 96*, 94*, 96*, 95*
10. COc1ccc(C2ON(c3ccccn3)CC=C2C)cc1 (stereo not given)
  13, 12, -2, 12, -9, 7

Next section (3 carried over from the part before).
Below each SMILES: sgs1 mgt1, cln2 rad14, yeast bub3, rad50, mec2-1, yeast mlh1 rad18
8. C=Cc1ccc(NC(=O)CC2SC(=O)NC2=O)cc1 (stereo not given)
  25, -169, -1, -4, -5, 2
9. CC1(CCC(=O)O)c2ccc3ccccc3c2Oc2c1ccc1ccccc21
  96*, 95*, 96*, 94*, 96*, 95*
10. COc1ccc(C2ON(c3ccccn3)CC=C2C)cc1 (stereo not given)
  13, 12, -2, 12, -9, 7
11. CCC(c1ccc(O)cc1)C(O)(CC)c1ccc(O)cc1 (stereo not given)
  65, 26, 59, 46, 29, 14
12. O=C(c1nc2ccccc2[nH]1)N1CCN(c2ccccc2)CC1
  -9, 6, 1, 3, -2, 7
13. O=C(Nc1ccc(S(=O)(=O)Nc2nccs2)cc1)c1ccncc1
  22, 19, 28, 0, -11, 12
14. O=c1ccc2ccc(Cl)cc2[nH]1
  8, 50, -10, -28, -6, 5
15. O=C1OC(OC2CCCCC2)(c2ccccc2)c2ccccc21 (stereo not given)
  0, -24, -2, -25, -8, -6
16. COc1ccc2c(c1)c(=O)c1c(NCCCN(C)C)ccc3ncn2c31
  16, -2, -10, 35, -5, 9
17. Cc1ccc([N+](=O)[O-])cc1P(=O)(O)c1cc([N+](=O)[O-])ccc1C
  18, 24, 21, 18, -5, -4
18. CCN(CC)CCNc1ccc(CO)c2oc3ccc(O)cc3c(=O)c12
  -14, -20, -22, 34, -55, -68
19. COC(=O)CCCCc1ccccc1
  0, 13, -11, -16, -39, -16
20. CC(C)CC(NC(=O)CCl)C(=O)NCC(=O)O (stereo not given)
  ., ., ., 8, 10, -4

Five structures already listed, sorted by SMILES length, lowest first:
Below each SMILES: sgs1 mgt1, cln2 rad14, yeast bub3, rad50, mec2-1, yeast mlh1 rad18
19. COC(=O)CCCCc1ccccc1
  0, 13, -11, -16, -39, -16
20. CC(C)CC(NC(=O)CCl)C(=O)NCC(=O)O (stereo not given)
  ., ., ., 8, 10, -4
11. CCC(c1ccc(O)cc1)C(O)(CC)c1ccc(O)cc1 (stereo not given)
  65, 26, 59, 46, 29, 14
13. O=C(Nc1ccc(S(=O)(=O)Nc2nccs2)cc1)c1ccncc1
  22, 19, 28, 0, -11, 12
16. COc1ccc2c(c1)c(=O)c1c(NCCCN(C)C)ccc3ncn2c31
  16, -2, -10, 35, -5, 9

New compounds follow
Below each SMILES: sgs1 mgt1, cln2 rad14, yeast bub3, rad50, mec2-1, yeast mlh1 rad18
21. O=C(O)C(Cc1ccccc1)C(=O)O.[NH2-].[NH2-].[Pt+2]
  11, 13, 1, -12, -1, 24
22. CCCCCCCCCCCC1=C(O)C(=O)C=C(O)C1=O
  47, 36, 57, 47, 38, 72*
23. CC(c1ccccc1)C1CC(=O)OC1=O (stereo not given)
  10, -1, -7, 19, -4, 3
24. CCc1c(C#N)c(=O)[nH]c(=O)n1CCN1CCN(C(=O)NCCCCCCNC(=O)N2CCN(CCn3c(CC)c(C#N)c(=O)[nH]c3=O)CC2)CC1
  -14, -24, 3, 5, 3, -26
25. CC1(C(Cl)Cl)C=CC(=O)c2ccccc21 (stereo not given)
  21, 15, 12, 37, 36, 5
26. O=C(Cc1ccccc1)c1ccc2c(c1)CCCC2
  6, -17, 6, 6, 5, -2
27. CCCCCCCCCCCC(=O)CCCCCCCCCCC
  3, -34, -4, 4, 2, -3
28. CC(Sc1ncnc2[nH]ncc12)C(N)=O (stereo not given)
  -18, -7, 5, -22, -16, 1
29. C=C1C(=O)N2CCc3c([nH]c4ccccc34)[C@H]2C[C@@H]1CO
  4, 5, 7, 5, 2, 11
30. Nc1ccc(Cl)cc1Br
  -6, 6, -7, 6, 22, 9

Reprinted at random: 4 compounds from above, in no set order.
Below each SMILES: sgs1 mgt1, cln2 rad14, yeast bub3, rad50, mec2-1, yeast mlh1 rad18
27. CCCCCCCCCCCC(=O)CCCCCCCCCCC
  3, -34, -4, 4, 2, -3
26. O=C(Cc1ccccc1)c1ccc2c(c1)CCCC2
  6, -17, 6, 6, 5, -2
25. CC1(C(Cl)Cl)C=CC(=O)c2ccccc21 (stereo not given)
  21, 15, 12, 37, 36, 5
23. CC(c1ccccc1)C1CC(=O)OC1=O (stereo not given)
  10, -1, -7, 19, -4, 3

(listing goes on)
Below each SMILES: sgs1 mgt1, cln2 rad14, yeast bub3, rad50, mec2-1, yeast mlh1 rad18
31. CCN(CC)CCOc1ccc(/C(C#N)=C/c2ccc(C(F)(F)F)cc2)cc1
  90*, 69, 54, 76*, 49, 91*
32. OC1C(O)C2OC(c3ccccc3)OC2C2OC(c3ccccc3)OC12 (stereo not given)
  1, 0, -15, 7, -5, -2
33. N#Cc1nc(Nc2ccc(Cl)cc2)sc1N
  76*, 85*, 86*, 89*, 36, 50
34. C=C1N=NN(c2ccc(C)cc2)C1N1CCOCC1 (stereo not given)
  12, -2, 29, 1, 1, 12
35. CCCCCCCCNC(C)=O
  -14, -1, -16, -15, -14, 8
36. O=C(OC1CCCCC1)c1cc(NC(=S)c2ccsc2)ccc1Cl
  -18, 6, -14, -13, 4, -22
37. CC1=CC(=O)/C(=C/n2c(=S)[nH]c3cc(C)ccc32)C(=O)O1
  16, -20, 9, -11, 1, -30
38. C=C[Si](OC(C)=O)(OC(C)=O)OC(C)=O
  1, 15, 14, 27, -13, 2
39. CCNCC(=O)Nc1ccccc1C(=O)OCC
  0, -22, 9, -3, 14, 10
40. CCOC(=O)Nc1ccc(C)c(C)c1C
  -15, -3, 11, -4, 11, -2
41. O=C(O)COc1ccccc1P(=O)(c1ccccc1)c1ccccc1
  10, 36, 22, 23, 17, 23
42. S=C(N1CCN(c2cccc(Cl)c2)CC1)N1CCN(c2cccc(Cl)c2)CC1
  23, 10, 2, -7, 14, 13
43. CCCc1n[nH]c(=O)n1N1C(=O)C=CC1=O
  -20, -12, -8, 3, -20, -28
44. CCCCCCCCCCCCNC(=O)NCC(=O)OCC
  6, -12, -3, -39, 3, 8
45. O=C(NCNC(=O)NCC(F)(F)C(F)(F)C(F)(F)C(F)(F)C(F)(F)C(F)(F)C(F)(F)F)NCC(F)(F)C(F)(F)C(F)(F)C(F)(F)C(F)(F)C(F)(F)C(F)(F)F
  -24, 15, 7, 7, 10, 12
46. NC(N)=N/N=C(\c1ccc(F)cc1)C1CC1
  -23, 0, -9, 2, -26, 16
47. COC/N=C(\NC#N)NCOC
  10, 14, -12, 20, -1, 23
48. Cc1cc(=O)cc(C)o1
  -21&-10, -48&-2, -6&2, 18&-11, 6&-13, 0&-9
49. CC(=O)OC1COC(N2C(=O)C(=O)c3ccccc32)C(OC(C)=O)C1OC(C)=O (stereo not given)
  -2, -22, 9, 13, 19, 19
50. Fc1cccc(Cl)c1C(Nc1nncs1)Nc1nncs1
  22, 20, 9, 55, 51, 12
51. CN1C2=C(CC3=C1CC(C)(C)CC3=O)C(=O)CC(C)(C)C2
  -20, -4, -28, -19, -13, -35
52. O=P(O)(OCC(O)O)OCC(O)O
  -39, -13, -44, -27, -27, -43
53. O=c1nc(NCC23CC4CC(CC(C4)C2)C3)ccn1C1OC(CO)C(O)C1O (stereo not given)
  -8, 17, -5, 22, -1, -6
54. CCCCCCC/C=N\O
  6, -6, -21, 9, -6, -1
55. O=C(/C=C(\C(=O)c1ccccc1)c1ccccc1)c1ccc(Cl)cc1
  -4, 1, -13, -12, 8, -25
56. Cc1cc(=O)n(-c2cc3cccccc-3n2)[nH]1
  98*, 70*, 86*, 97*, 72*, 96*
57. CCOC(=O)COC=O
  -6, 31, -26, -18, -5, -2
58. CC(C)(C)OC(=O)C1OC1c1ccncc1 (stereo not given)
  -22, -11, 6, -37, -16, -6
59. C/C(N)=C/C(=O)Nc1ccccc1
  5, -14, 5, 3, 2, 12
60. C1=C(Nc2ccccc2)C(=Nc2ccccc2)C=C(Nc2ccccc2)C1=Nc1ccccc1
  -3, 7, 2, -17, -4, 5
61. CCCCc1nc(C)oc1C(C)C
  -8, -5, -24, -31, -16, -8
62. C[C@]12CC[C@H](O)CC1CCC[C@@H]2O (stereo not given in full)
  -28, 11, -24, -2, -22, 8
63. O=C(O)c1ccc(C(Cl)C(Cl)(Cl)Cl)cc1O (stereo not given)
  17, -4, 17, 18, 1, 7
64. O=S(=O)(O)c1cccc2cccc(Cl)c12
  ., ., ., 10, -7, 11
65. CCCC(OC(=O)CC)c1ccc2c(c1)OCO2 (stereo not given)
  -19, 0, 22, -14, -15, 0
66. CCC1(C)CCC(C)c2cc(C(C)=O)c(C)cc21 (stereo not given)
  -4, -25, -2, 2, 11, 3
67. c1ccc2c(c1)Cc1ccc3ccccc3c1-2
  34, 36, 64, 56, 29, 35
68. CCCCSC#N
  -18, -64, -2, -27, -21, -42
69. Cc1cc(S(N)(=O)=O)ccc1Cl
  -15, -18, 1, 6, -1, -4
70. NC(CC(=O)O)C(F)(F)F (stereo not given)
  -11, -24, 0, -23, -8, 5
71. O=C1C(=O)N(c2ccc([N+](=O)[O-])cc2)C(=O)N1c1ccc([N+](=O)[O-])cc1
  14, 0, -2, -1, 8, -8
72. OC1(c2ccccc2)CCN(C/C=C/c2ccccc2Cl)CC1
  70*, 77*, 58, 66, 54, 86*
73. Cc1cc(S(=O)(=O)O)c(N)cc1N
  -5, -44, -24, 0, -28, -15
74. CCC(C)c1cc(CN(C)C)cc(C(C)CC)c1O (stereo not given)
  16, 14, 3, 13, 1, 9
75. O=C1CCN(Cc2ccco2)C(=O)N1
  11, -41, -6, 1, -12, 10
76. O=C(O)CCCCCCCCC(=O)O.[Ag]
  94*, 92*, 93*, 90*, 93*, 91*
77. Brc1cccc2c1-c1ccccc1C2
  -6, -26, -2, 6, -2, -16
78. COc1ccc(C2(OC)Oc3cc(OC)ccc3-c3nc4ccccc4nc32)cc1 (stereo not given)
  -4, 12, 4, 23, 1, 0
79. CCCCCCCCOC(=O)C(C)OC(C)=O (stereo not given)
  2, 14, 12, 17, 2, 12
80. Cc1cc(C)c(C)c(Br)c1
  -1, -33, 2, 5, 5, 5

The list goes on:
Below each SMILES: sgs1 mgt1, cln2 rad14, yeast bub3, rad50, mec2-1, yeast mlh1 rad18
81. NC(=O)C1CCC1C(N)=O (stereo not given)
  -18&-13, -20&0, 6&4, -16&-5, -7&-3, 0&-8
82. O=c1oc(-c2ccc(Cl)cc2)nc2cc(Cl)ccc12
  ., ., ., -21, -15, -21
83. COc1ccc2nc3cc([N+](=O)[O-])ccc3c(NCCCCCN(C)C)c2c1
  37, 52, 37, 50, 46, 33
84. CCOC(=O)C(Cc1ccc(Cl)cc1)(Cc1ccc(Cl)cc1)C(=O)OCC
  -18, 6, -16, 1, -30, -11
